# TROY signal inh = blocks TROY-dependent signaling in reporter cells; inhibition, % at 10 µM; hit rate 0.98% among 360,000; Q293 LMP1-TROYcd NF-kB luciferase reporter, 4 h;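 active means compounds whose plate-normalised and pattern-corrected inhibition of the luciferase reporter signal at the single screening dose is 50% or more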
# LMP1 NFkB inh = inhibitors of Epstein-Barr LMP1-induced NF-kappaB reporter; LMP1-induced NF-kappaB luciferase reporter cells, luminescence; inhibition, % at 12.5 µM; hit rate 0.69% among 350,000; AID 504558; in the data active means inhibition above about 41%; inconclusive means no clear call, values can overlap the other calls;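 further: 0% = neutral control wells and 100% = reference inhibitor control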
# TRAIL sens C8 = caspase-8 TRAIL sensitization | NB7+C8 cells + TRAIL, ATPlite viability luminescence | inhibition (viability loss, TRAIL sensitization), % at 10 µM | hit rate 1% among 360,000 | AID 624354;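 active means compounds causing at least 50% loss of cell viability in the single-dose screen, relative to plate controls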
# SRC1 inh = human NCOA1 inhibition; HEK293 GAL4-SRC1 luciferase reporter, luminescence; inhibition, % at 3.6 µM; hit rate 0.12% among 360,000; AID 588354;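 active means inhibition above the campaign mean plus 3 SD, with each screening campaign given its own cutoff, cut at about 60% in these data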;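 further: 0% = DMSO treated cells and 100% = gossypol at 36 µM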
# Vif imaging = blocks HIV Vif function; HEK293T cells, Vif self-association by quenched fluorescence, imaging, 24 h; inhibition, % at 7.49 µM; hit rate 0.35% among 340,000; in the data active means inhibition above about 50%, passing the limit was not always enough; inconclusive means no clear call, values can overlap the other calls; inactive means below about 31%; further: some results filed as inactive read as strong as hits
# SRC2 inh = inhibits human steroid receptor coactivator 2. Q15596. inhibition, % at 9 µM. hit rate 0.17% among 370,000. HEK293 GAL4-SRC2 luciferase reporter, luminescence;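 active means inhibition above the mean inhibition of all tested compounds plus 3 SD, set per campaign, cut at about 52% in these data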;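 further: 0% = DMSO treated cells and 100% = cells given Gossypol at 36 µM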
# TLR9-MyD88 inh = TLR9-MyD88 interaction inhibition | CHO BLA complementation TLR9-MyD88, CCF4 FRET ratio | inhibition, % at 4.98 µM | hit rate 0.21% among 340,000 | Q9NR96+Q99836;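 active means inhibition above the mean over all tested compounds plus 3 SD, cut at about 21% in these data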;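 further: 0% = DMSO only wells and 100% = clavulanate BLA inhibitor control wells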
# SRC3 inh = human NCOA3 inhibition. Q9Y6Q9. AID 588352. HEK293 GAL4-SRC3 luciferase reporter, luminescence. inhibition, % at 3.6 µM. hit rate 0.17% among 360,000;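 active means inhibition above a per-campaign cutoff, the mean of all compounds plus 3 SD, cut at about 60% in these data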;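 further: 0% = DMSO-treated cells and 100% = gossypol-treated cells at 36 µM; higher means less SRC3-driven luciferase light from the GAL4 reporter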
# NOD2 RIPK2 PPI = blocks binding of human NOD2 to RIPK2; AID 624267; CHO BLA complementation NOD2-RIPK2, CCF4 ratio; inhibition, % at 4.98 µM; hit rate 0.38% among 360,000; in the data active means inhibition above about 21%;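 further: 0% = vehicle only and 100% = reference blocker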
# Target sequence (O43353 whole entry, looked up): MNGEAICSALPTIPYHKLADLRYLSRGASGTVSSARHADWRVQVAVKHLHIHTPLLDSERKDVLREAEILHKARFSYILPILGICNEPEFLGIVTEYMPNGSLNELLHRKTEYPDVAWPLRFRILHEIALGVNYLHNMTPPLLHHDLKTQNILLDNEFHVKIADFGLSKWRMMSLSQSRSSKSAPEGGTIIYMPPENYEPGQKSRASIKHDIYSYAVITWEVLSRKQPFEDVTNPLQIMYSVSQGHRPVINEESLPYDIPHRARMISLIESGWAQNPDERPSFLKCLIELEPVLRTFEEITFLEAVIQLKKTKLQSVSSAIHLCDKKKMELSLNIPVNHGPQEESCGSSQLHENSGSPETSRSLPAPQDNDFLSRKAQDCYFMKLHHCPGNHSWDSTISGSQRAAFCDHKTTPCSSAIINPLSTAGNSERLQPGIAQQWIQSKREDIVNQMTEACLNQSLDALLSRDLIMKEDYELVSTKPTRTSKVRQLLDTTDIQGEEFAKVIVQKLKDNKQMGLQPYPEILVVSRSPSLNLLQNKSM
# NR2F2 inh = blocks human COUP-TFII nuclear receptor. P24468. HEK293T NGFI-A luciferase reporter, luminescence. inhibition, % at 8.6 µM. hit rate 0.7% among 370,000. AID 686940;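 active means inhibition above a per-plate cutoff, mean inhibition of test wells between control levels plus 3 SD, cut at about 38% in these data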;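 further: cells cotransfected with COUP-TFII expression vector driving the NGFI-A reporter; 0% = median of COUP-TF2 test wells and 100% = reporter-only cells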
# LRH-1 inv ag = suppresses constitutive activity of human LRH-1; O00482; HEK293T StAR-luciferase reporter, LRH-1 transfected, 24 h; inhibition, % at 3.6 µM; hit rate 0.13% among 360,000; AID 602396;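 active means inhibition above the mean inhibition of all tested compounds plus 3 SD, cut at about 73% in these data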;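 further: 0% = DMSO wells and 100% = reporter-only cells lacking LRH-1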
# Target sequence (O00482 whole entry, looked up): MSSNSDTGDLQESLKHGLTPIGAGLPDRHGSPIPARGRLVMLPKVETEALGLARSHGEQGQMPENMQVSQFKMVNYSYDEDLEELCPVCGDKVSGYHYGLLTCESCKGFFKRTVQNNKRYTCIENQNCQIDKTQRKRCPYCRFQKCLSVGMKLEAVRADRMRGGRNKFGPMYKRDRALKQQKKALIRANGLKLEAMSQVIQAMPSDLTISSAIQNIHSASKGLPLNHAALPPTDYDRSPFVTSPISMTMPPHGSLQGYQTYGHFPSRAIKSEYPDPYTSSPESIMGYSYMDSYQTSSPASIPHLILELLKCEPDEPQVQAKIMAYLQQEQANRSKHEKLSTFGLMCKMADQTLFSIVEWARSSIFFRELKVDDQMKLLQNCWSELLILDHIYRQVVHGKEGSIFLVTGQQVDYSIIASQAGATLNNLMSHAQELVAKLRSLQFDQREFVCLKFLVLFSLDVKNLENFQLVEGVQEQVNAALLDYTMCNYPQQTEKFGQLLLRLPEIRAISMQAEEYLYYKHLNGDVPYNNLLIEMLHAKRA
# Active calls of the source: *; ? = inconclusive; / = no result given. These rows are one share of the data; the hit share may differ from the screen's.
SMILES,TROY signal inh,LMP1 NFkB inh,TRAIL sens C8,SRC1 inh,Vif imaging,SRC2 inh,TLR9-MyD88 inh,SRC3 inh,NOD2 RIPK2 PPI,NR2F2 inh,LRH-1 inv ag
CC1=C(C(=O)OCC2CCCO2)C(c2cccc(C(F)(F)F)c2)C2=C(CC(c3ccco3)CC2=O)N1 (stereo unspecified),-7,0,-5,6,-18,5,-7,-4,1,-13,-10
O=C(O)CCc1ccc(-c2cccs2)n1CC1CCCO1 (stereo unspecified),-11,-2,-21,-24,33,8,0,-3,-6,17,-27
COc1ccc(C2(CNC(=O)c3ccco3)CCOCC2)cc1,1,-1,-3,-22,-2,-12,-5,-20,-2,-4,-1
CC(C)N(c1ccccc1)c1ncnc(NCCC(=O)O)c1[N+](=O)[O-],0,-2,-19,4,-2,-31,4,9,3,-2,-13
O=C(NC1CCCC1)c1ccc(S(=O)(=O)N2CCCC2)cc1,-12,-4,-3,-1,8,-26,1,7,-3,-3,4
COc1cc(C2C(C#N)=C(N)OC3=C2C(=O)CCC3)cc(OC)c1OC(=O)N1CCOCC1 (stereo unspecified),2,-2,12,-4,2,-9,-2,21,-13,-6,-11
O=C(Nc1ccc(F)cc1)NC1CCCc2ccccc21 (stereo unspecified),3,2,0,2,-2,-44,-4,-5,-1,19,2
CNS(=O)(=O)c1cc(NC(C)=O)c(C)cc1C,-2,-3,4,12,-1,13,1,30,-14,8,5
CCCNC(=O)C1(C)CCN(C(=O)c2cccc(C(F)(F)F)c2)C1 (stereo unspecified),-5,/,-13,-14,/,2,/,-2,-6,3,8
CC(C)CCNC(=O)c1ccc(CSCc2cccc(F)c2)o1,12,-2,-3,-7,-4,-31,-2,10,0,7,7
COc1ccc(/C=N/Nc2nc(-c3cccc(S(=O)(=O)N4CCCC4)c3)cs2)c(OC)c1,1,23,15,-8,-6,4,-8,23,-8,15,-9
O=C(Nc1ccc(CN2CCCCC2)cc1)c1cccc(F)c1,-6,-12,2,-30,-5,-3,6,-17,-4,-18,-12
CCOC(=O)CC(=O)CSc1nc2ccccc2c(=O)n1-c1ccc(C(=O)N2CCOCC2)cc1,18,4,2,5,2,-4,1,2,2,14,22
CCCNC(=O)c1ccc(N2CCC3(CC2)CC(c2cccc(Br)c2)=NO3)c(NC(=O)c2ccccc2)c1,-17,10,-6,-4,/,-14,-1,9,7,10,3
Cc1cc(Cl)ccc1OCC(=O)OC(C)C(=O)NC(N)=O (stereo unspecified),-25,-2,0,5,-17,3,-17,4,-6,0,7
Cc1nc(NC(=O)CSc2nnnn2C)sc1C,-16,-11,7,-62,-5,-62,10,-48,5,-32,-37
O=C(Nc1ccnn1C1CCN(Cc2cccc(OCCO)c2)CC1)c1cccc(F)c1,-5,28,-8,-18,10,-12,3,-9,-18,8,-9
O=C1CCC/C1=C/Nc1ccc2c(c1)OCO2,-21,-14,6,-34,7,-9,2,-20,4,11,-13
CC(C)C(=O)N(c1ccc2oc(=O)sc2c1)S(=O)(=O)c1cccs1,14,-7,2,-16,19,-11,-5,-9,1,8,7
N=c1c2c(n(Cc3ccc(F)cc3)c3c1CCC3)CCCC2,16,2,27,26,/,18,8,44,0,39*,55
CCOc1ccc(NC(=O)c2ccc(NC(=O)COC(=O)c3ccc(NC(=O)CC#N)cc3)cc2)cc1,-18,-17,7,-27,-2,-4,5,-37,-1,-39,-11
Cc1[nH][nH]c(=O)c1C,-16,0,-6,10,-2,4,0,20,-1,0,-2
N#CCCN(C(=O)CN1C(=O)NC2(CCCC2)C1=O)c1ccccc1F,13,-2,0,3,27,1,-5,14,-7,-16,4
O=C(c1cccs1)N1CCN(c2nc3ccccc3s2)CC1,-33,4,-2,-23,-15,-4,-17,-5,-3,-5,11
Cc1ccc(NC(=O)CSc2nc(N)cc(=O)[nH]2)cc1S(=O)(=O)N1CCCCCC1,-4,4,5,-30,4,8,2,-6,-11,15,2
CCCS(=O)(=O)NC(=O)C1(C)CCCN(C(=O)c2cc(F)ccc2C)C1 (stereo unspecified),10,/,3,15,?,10,/,-10,-9,-7,9
CN1CCN(c2cc(-c3ccc4ccccc4c3)nc3ccnn23)CC1,-1,/,14,-10,-2,-1,/,-21,1,-12,1
C=C1SC(Nc2c(C)cccc2C)=NC12CCCCC2,-22,3,0,6,-2,-62,/,20,-3,7,1
CCOc1ncccc1C(=O)OCC(=O)N(CC(C)C)c1c(N)n(Cc2ccccc2)c(=O)[nH]c1=O,-9,-10,-9,5,15,-14,6,-5,-5,12,-17
NC(=O)c1ccc[n+](CC(=O)c2ccc(NC(=O)c3ccccc3)cc2)c1,-14,-1,-5,-7,-2,-16,3,1,2,-3,-3
C/C(=N\NC(=O)c1cccc(N/N=C(\C)c2ccccc2)c1)c1ccccc1,-49,-10,4,-61,/,-93,4,-61,5,-7,-184
Cc1ccc(CNCc2cccnc2)s1,0,-1,-4,-16,-1,-8,1,21,-8,0,13
O=C(Cc1ccc(Br)cc1)Nc1ccccc1N1CCCC1,23,3,-3,8,/,-12,-2,4,0,-6,-10
COC(=O)c1sccc1NC(=O)Nc1cc(OC)ccc1OC,-11,4,-7,5,5,8,4,13,-3,6,2
CC1(c2nnc(Cc3ccccc3)o2)CC(c2cccc(F)c2)=NO1 (stereo unspecified),5,-1,-8,-6,0,2,10,2,5,-6,-5
O=C(/C=C/c1cc([N+](=O)[O-])ccc1OC(F)F)Nc1cccc([N+](=O)[O-])c1,22,-1,0,-21,-5,4,-4,12,-2,-10,11
Cc1ccc(NC(=O)c2cc(C)nc3ccccc23)cc1,17,-10,-2,-3,-4,-19,-1,-15,-9,-2,-18
COc1ccc2[nH]c(=O)c(-c3nnn(-c4ccccc4)n3)cc2c1,-6,-7,2,-68,-2,-57,-1,-32,7,-23,-18
COC(C[C@@H]1O[C@H]1[C@@H](O)COCc1ccccc1)OC,-37,-10,-10,-4,-1,-27,3,0,-11,-3,1
O=C(Cn1cc(Br)ccc1=O)Nc1ccc2c(c1)OCO2,21,-14,0,-2,-5,-14,7,-10,7,6,-5
COc1ccc(/C=C/C2=CC(C)(C)NC(=S)N2)c(OC)c1,11,-14,-6,-3,5,8,2,4,8,16,14
CCOC(=O)Cn1nc(/C=C/c2ccccc2)ccc1=O,-6,0,-8,-8,1,13,1,5,-8,-1,-12
CC(=O)Nc1ccc(N(C(=O)c2cnccn2)C(C(=O)NC2CCCCC2)c2ccc(O)cc2)cc1 (stereo unspecified),-7,-5,7,-12,9,-17,1,-9,-6,-22,-32
Nc1nccc(-c2nn(-c3ccc(Cl)cc3)ccc2=O)n1,1,-9,-4,6,1,18,-1,18,-4,-3,-5
Nc1nc(-c2ccccc2)c(N=Nc2cccc3ccccc23)s1,-9,-2,1,3,-7,-10,-5,5,-15,-2,4
COc1ccc(OCCCC(=O)Nc2cc(Cl)ccc2-n2cncn2)cc1,5,-7,11,6,9,-10,-10,-15,2,3,17
COc1ccc(NC(=O)CN(C)C(=O)C2CCCO2)cc1 (stereo unspecified),-6,-4,1,-41,18,-21,1,16,-6,1,-16
COc1ccc(-c2nc(CS(=O)(=O)CC(=O)NCc3ccccc3Br)c(C)o2)cc1,11,-8,0,-12,/,4,-1,-5,-1,17,10

# The final 2 compounds of the part before are carried over, then new ones follow.
SMILES,TROY signal inh,LMP1 NFkB inh,TRAIL sens C8,SRC1 inh,Vif imaging,SRC2 inh,TLR9-MyD88 inh,SRC3 inh,NOD2 RIPK2 PPI,NR2F2 inh,LRH-1 inv ag
COc1ccc(NC(=O)CN(C)C(=O)C2CCCO2)cc1 (stereo unspecified),-6,-4,1,-41,18,-21,1,16,-6,1,-16
COc1ccc(-c2nc(CS(=O)(=O)CC(=O)NCc3ccccc3Br)c(C)o2)cc1,11,-8,0,-12,/,4,-1,-5,-1,17,10
O=C(O)c1ccc(NCc2ccc(Br)cc2)cc1,-27,-8,-24,-69,0,10,5,6,0,-2,-16
CCO[C@@H]1OC(C(=O)N2CCCCCCC2)=C[C@H](c2ccc3c(c2)OCO3)[C@H]1CCCO,3,-6,-9,-14,-2,-18,-3,14,-3,4,-4
CN1C=CC=C/C1=C1/SC(=S)N(Cc2ccccc2)C1=O,-8,6,2,-1,-5,4,7,16,-1,-10,13
CC1CCN(S(=O)(=O)N2CCC(C(=O)NCc3ccc4c(c3)OCO4)CC2)CC1,10,-7,-5,4,12,8,2,10,-3,12,-8
CCN(CC)C(=O)Cn1c(=O)oc2ccccc21,10,-2,-8,-2,-5,15,4,24,-6,5,-4
CCOc1cccc(C(=O)Nc2cccnc2)c1,7,-2,-4,-15,4,-26,1,-25,-3,7,4
O=C(CC1(O)C(=O)Nc2ccc(Br)cc21)c1ccc2c(c1)OCO2 (stereo unspecified),-55,-1,-2,-12,1,-33,2,0,-3,-10,10
COc1ccccc1CNC(=O)CCS(=O)(=O)Cc1ccc(C)cc1,4,1,-4,8,-2,3,-7,5,-11,-5,-19
COc1cc(-c2nc(-c3ccccc3)c(-c3cccs3)[nH]2)cc(OC)c1OC,8,6,10,-2,-1,-57,-8,21,-2,-87,10
CCOC(=O)CC(NC(=O)CCc1c(C)nc2nc(C)nn2c1C)c1ccc(C)cc1 (stereo unspecified),-10,-5,-1,2,-1,-8,-2,12,-3,-16,-5
Cc1cccc(NC(=O)CN(C)S(=O)(=O)c2cnc[nH]2)c1C,-1,4,-2,-1,9,11,-6,4,-8,-4,-1
O=c1c2ccccc2[nH]c(=S)n1CCc1ccccc1,-18,-14,2,-46,-12,-15,9,-41,-11,-23,-56
Cc1ccc(-c2cc(C(F)F)n3ncc(C(=O)N4CCN(c5ccccn5)CC4)c3n2)cc1,5,1,16,-3,-16,2,-7,-15,-4,6,27
COc1ccc(C2/C(=C(\O)c3ccc4c(c3)OCCO4)C(=O)C(=O)N2Cc2ccco2)c(OC)c1 (stereo unspecified),-10,8,-10,2,-2,-3,5,-11,4,-6,-15
COC(=O)CCN(c1ccccc1)S(=O)(=O)c1cc(-c2cc(C)no2)ccc1C,2,-6,9,-9,-6,9,15,-5,10,12,4
CC(C)CCNC(=O)C(=O)Nc1ccc2c(c1)N(S(=O)(=O)c1cccs1)CCC2,-19,-1,13,-33,-7,-11,5,-16,-15,-15,4
C=CCSc1ncc(C#N)c(N)n1,-15,2,9,-16,21,9,3,3,-13,7,-6
COC(=O)C1=C(N)Oc2cc(C)n(Cc3ccco3)c(=O)c2C1c1cccc(Cl)c1 (stereo unspecified),16,4,-9,-16,-3,-8,0,10,-9,9,14
Cc1ccc(C(=O)NC2(C(F)(F)F)N=C3SCCN3C2=O)cc1 (stereo unspecified),-12,9,1,7,-6,-16,-1,-4,0,-13,0
CCOC(=O)c1cnc(SCc2nc(N)nc(Nc3ccccc3)n2)nc1N,1,-9,12,-58,-12,-16,0,0,-3,-25,-8
CCOCCc1nnc(NC(=O)C2CC(=O)N(CCc3ccc(F)cc3)C2)s1 (stereo unspecified),5,4,-19,2,19,7,8,0,-13,7,1
Cc1nc(NN)nc(NCc2ccccc2)n1,9,-2,2,6,29,6,-6,-10,5,-4,2
